Rv3671c inh = Rv3671c serine protease inhibitors, primary screen, biochemical, fluorescence polarization, M. tuberculosis H37Rv. P9WHR9. inhibition, % at 5.96 µM. 320,000 tested, 0.048% active; in the data active = inhibition above about 38%;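 note: extracellular domain of Rv3671c used as enzyme; 0% = enzyme with DMSO and 100% = no enzyme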
Target sequence (P9WHR9 whole entry, looked up, the tested form may be a part): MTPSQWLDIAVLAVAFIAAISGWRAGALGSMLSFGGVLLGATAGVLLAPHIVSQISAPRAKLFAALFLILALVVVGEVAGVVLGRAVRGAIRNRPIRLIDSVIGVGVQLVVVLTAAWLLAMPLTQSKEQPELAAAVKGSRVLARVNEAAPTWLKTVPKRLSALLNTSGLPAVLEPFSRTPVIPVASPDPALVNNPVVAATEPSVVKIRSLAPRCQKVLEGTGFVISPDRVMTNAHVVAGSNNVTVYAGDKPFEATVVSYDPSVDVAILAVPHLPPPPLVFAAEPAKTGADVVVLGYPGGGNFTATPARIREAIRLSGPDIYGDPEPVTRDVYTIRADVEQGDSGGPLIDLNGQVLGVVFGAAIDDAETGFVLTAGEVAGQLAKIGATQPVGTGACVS
PrPC TRFRET = inhibitors of human cell surface prion protein PrPC, primary screen, cell-based, TR-FRET; AID 720596, 2013; 370,000 tested, 0.43% active; inhibition, % at 13.8 µM; TR-FRET read-out; in the data active = inhibition above about 24%; note: 0% = median of the test wells and 100% = reference compound wells
MazEF act = activators of E. coli MazEF toxin-antitoxin RNase, primary screen, biochemical, fluorescence, uHTS; Endoribonuclease toxin MazF (Escherichia coli (strain K12)), P0AE70; FAM/BHQ RNA-DNA oligo cleavage fluorescence, 5 h; activation, % at 20 µM; 350,000 tested, 0.32% active; AID 504720, 2011; in the data active = activation above about 50%
Target sequence (P0AE70 whole entry, looked up): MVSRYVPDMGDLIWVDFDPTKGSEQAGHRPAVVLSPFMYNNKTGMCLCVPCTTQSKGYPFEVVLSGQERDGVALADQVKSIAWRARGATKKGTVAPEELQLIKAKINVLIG
Mtb FBA inh = Mtb FBA enzyme inhibitors, primary screen, biochemical, fluorescence, strain H37Rv; Fructose-bisphosphate aldolase (Mycobacterium tuberculosis (strain ATCC 25618 / H37Rv)), …; inhibition, % at 1 µM; purified M. tuberculosis FBA, fluorescence read-out; AID 588726, 2011; 360,000 tested, 2.3% active; in the data active = inhibition above about 27%;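 note: 0% = vehicle and 100% = reference inhibitor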
Mtb BioA inh = M. tuberculosis BioA enzyme inhibitors, primary screen, biochemical, plate reader, single point, HTS | 7,8-diaminopelargonic acid synthase BioA (Mycobacterium tuberculosis) | purified M. tuberculosis BioA enzyme | inhibition, % at 9.99 µM | 360,000 tested, 0.096% active | AID 602481, 2012; in the data active = inhibition above about 40%
FadD28 binding = inhibitors of FadD28 bisubstrate probe binding, primary screen, biochemical, fluorescence polarization, single point; AID 588549, 2011; 360,000 tested, 0.22% active; inhibition, % at 12.5 µM; in the data active = inhibition above about 8.5%, passing the limit was not always enough
UGM FP inh = M. tuberculosis UGM enzyme inhibitors, primary screen, biochemical, fluorescence polarization, single point. purified UGM, fluorescence polarization probe displacement. AID 504406, 2011. 320,000 tested, 0.06% active. inhibition, % at 10 µM. UDP-galactopyranose mutase (Mycobacterium tuberculosis (strain ATCC 25618 / H37Rv)), …; in the data active = inhibition above about 10%, passing the limit was not always enough
Target sequence (P9WIQ1 whole entry, looked up): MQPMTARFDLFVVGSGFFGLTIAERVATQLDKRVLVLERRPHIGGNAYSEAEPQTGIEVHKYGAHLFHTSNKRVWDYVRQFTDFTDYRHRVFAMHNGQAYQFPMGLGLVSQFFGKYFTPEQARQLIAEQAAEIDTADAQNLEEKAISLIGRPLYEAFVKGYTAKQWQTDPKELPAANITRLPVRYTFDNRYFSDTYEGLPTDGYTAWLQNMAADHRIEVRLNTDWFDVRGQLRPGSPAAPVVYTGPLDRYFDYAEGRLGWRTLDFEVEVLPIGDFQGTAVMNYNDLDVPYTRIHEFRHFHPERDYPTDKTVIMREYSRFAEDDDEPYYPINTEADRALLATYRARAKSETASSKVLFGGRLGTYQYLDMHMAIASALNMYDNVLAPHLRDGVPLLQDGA
GDH-TPI counter = GDH-TPI coupling enzyme inhibitors, primary screen, artefact control for M. tuberculosis FBA inhibitor project, biochemical, absorbance, full deck | GDH-TPI coupled enzyme counterscreen, NADH absorbance | inhibition, % at 4.8 µM | 360,000 tested, 1.2% active | AID 588335, 2011; in the data active = inhibition above about 30%;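 note: 0% = DMSO wells and 100% = wells lacking the enzyme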
BoNT F protease = BoNT/F light chain protease inhibitors, primary screen, biochemical, flow cytometry, MLPCN library; Multiplex microsphere protease cleavage assay; inhibition, % at 10 µM; Botulinum neurotoxin type F light chain protease (Clostridium botulinum); 360,000 tested, 0.22% active; in the data active = inhibition above about 35%, passing the limit was not always enough; note: plate controls were buffer without enzyme for full effect and enzyme alone for no effect
The depositor's hits bear a star; . = not tested or not shown. Rows were taken by chance; 4.8% or so of the library scored in one or more.

SMILES	Rv3671c inh	PrPC TRFRET	MazEF act	Mtb FBA inh	Mtb BioA inh	FadD28 binding	UGM FP inh	GDH-TPI counter	BoNT F protease
CCN(CC)CCN(C(=O)CCS(=O)(=O)c1ccccc1)c1nc2cc(OC)c(OC)cc2s1	-2.9	3.1	5.8	0.3	-1.6	0.0	4.0	0.7	-4.4
COc1ccccc1N1CCN(C2=Nc3cccc4cccc2c34)CC1	5.6	-19.7	-22.4	-5.2	0.8	-11.9	-2.1	3.8	-10.3
COc1cccc(C(O)c2nccn2Cc2ccccc2)c1OC (stereo not given)	.	-5.6	-1.2	2.9	0.2	-0.3	3.0	8.0	5.3
N=C1/C(=C/c2cccn2Cc2ccc(F)cc2)C(=O)N=C2SC=CN12	-9.9	7.0	7.2	0.9	-2.4	0.3	2.2	8.8	-8.8
COc1cccc(-c2n[nH]nc2C2=CC(=O)C[C@H](c3ccc(F)cc3)C2)c1	.	0.6	-5.2	-4.3	15.5	-9.9	.	3.3	-2.5
FC(F)(F)C(F)(F)c1nc2nc(Cl)c(Cl)nc2[nH]1	.	-3.3	2.7	5.3	-1.7	-0.6	.	23.0	-3.3
CCCCCc1cc(O)c2c(C)cc(=O)oc2c1	-28.9	-0.9	5.2	2.5	-1.6	-1.0	0.7	21.8	-7.0
CCCCc1nnc(NC(=O)CSCc2cc(=O)n3cc(C)sc3n2)s1	-17.9	-5.6	-4.6	1.5	-0.2	1.3	3.9	17.2	-1.4
c1ccc(-c2ccc(OCCCn3cncn3)cc2)cc1	1.8	11.6	1.5	5.4	0.6	-0.4	-0.5	11.2	-5.3
CCn1c(=O)c(C(=O)CN(C)Cc2ccc(F)cc2)c(N)n(Cc2ccccc2)c1=O	-2.5	-2.9	10.4	2.4	4.7	-2.1	-1.8	0.0	0.8
Cc1ccccc1-c1cc2nc(Oc3ccc4c(c3)OCO4)n(C)c(=O)c2s1	.	3.6	.	-0.1	-0.8	-3.3	.	6.6	-8.0
O=C(O)c1cc(N2C(=O)C3CCCCC3C2=O)ccc1NCc1cccnc1 (stereo not given)	6.1	2.0	-28.4	12.3	.	-1.0	2.0	4.8	-6.0
COc1ccc(-c2csc(N(Cc3ccco3)C(=O)c3cccs3)n2)cc1	-27.5	6.2	64.0*	0.6	-1.7	-4.6	-0.4	10.4	-8.2
Cn1c(N)c(C(=O)COC(=O)C2(c3ccccc3F)CCCC2)c(=O)n(C)c1=O	-0.1	-2.3	0.5	2.0	1.7	-4.1	0.9	-4.1	-3.2
S=C(NCc1ccco1)Nc1ccc(Br)cn1	-15.6	7.8	-2.4	-1.4	-0.9	-4.6	-1.5	-1.1	-3.0

Reprinted at random: five compounds from above, in no set order.
SMILES	Rv3671c inh	PrPC TRFRET	MazEF act	Mtb FBA inh	Mtb BioA inh	FadD28 binding	UGM FP inh	GDH-TPI counter	BoNT F protease
COc1cccc(-c2n[nH]nc2C2=CC(=O)C[C@H](c3ccc(F)cc3)C2)c1	.	0.6	-5.2	-4.3	15.5	-9.9	.	3.3	-2.5
COc1cccc(C(O)c2nccn2Cc2ccccc2)c1OC (stereo not given)	.	-5.6	-1.2	2.9	0.2	-0.3	3.0	8.0	5.3
COc1ccc(-c2csc(N(Cc3ccco3)C(=O)c3cccs3)n2)cc1	-27.5	6.2	64.0*	0.6	-1.7	-4.6	-0.4	10.4	-8.2
S=C(NCc1ccco1)Nc1ccc(Br)cn1	-15.6	7.8	-2.4	-1.4	-0.9	-4.6	-1.5	-1.1	-3.0
Cc1ccccc1-c1cc2nc(Oc3ccc4c(c3)OCO4)n(C)c(=O)c2s1	.	3.6	.	-0.1	-0.8	-3.3	.	6.6	-8.0

Additional compounds:
SMILES	Rv3671c inh	PrPC TRFRET	MazEF act	Mtb FBA inh	Mtb BioA inh	FadD28 binding	UGM FP inh	GDH-TPI counter	BoNT F protease
O=C(COc1ccccc1)NCC(=O)NC1=NCCS1	3.4	8.3	0.0	-0.4	-0.2	0.5	-0.3	1.2	-14.7
CCN(CC)c1ncnc2c1ncn2[C@H]1CN(Cc2cccnc2)C[C@@H](CO)O1	.	3.0	.	0.5	-0.7	-2.3	.	13.7	-10.9
Cc1ccccc1CN1[C@@H](C(C)C)COCCS1(=O)=O	1.9	2.0	-0.5	-0.3	-0.6	-2.4	1.0	0.9	0.9
CCCNC(=S)N(Cc1ccccc1)Cc1nc2ccccc2c(=O)[nH]1	-2.2	13.9	6.6	9.7	0.2	0.4	-1.6	7.3	11.3
O=C(NNC(=S)Nc1ccccc1)C1CC1	-1.1	-7.2	7.2	4.9	-0.6	0.9	-1.1	2.6	-3.7
COc1ccc(CCNC(=O)CCS(=O)(=O)c2ccc3nc(C)sc3c2)cc1OC	4.0	-7.4	1.3	-1.8	-1.3	0.2	1.5	3.4	1.1
Cc1ccc(OCCn2nc3ccccc3n2)c(C)c1	-6.1	-5.1	1.0	-2.2	0.3	-3.3	-1.0	-3.4	0.4
CCOC(=O)c1cccc(NC(=O)CCn2nc(C)c(S(=O)(=O)N3CCCCC3)c2C)c1	0.8	12.6	-1.8	-0.1	-0.5	-2.9	0.9	-6.7	-0.1
CC(C)(C)NS(=O)(=O)c1ccc(NC(=O)NC2CCCCC2)cc1	-0.9	1.8	0.2	0.7	-1.4	-0.7	-1.8	3.1	-1.5
CCN(CC)S(=O)(=O)c1cccc(-c2nnc(SCC(N)=O)n2N)c1	0.1	-2.6	-1.3	0.3	-0.6	-2.6	-0.2	-0.5	-8.6
CCc1nnc(NC(=O)CN2CC(C)OC(C)C2)s1 (stereo not given)	2.1	-2.0	-31.0	-2.1	-0.4	-0.3	0.5	-2.6	34.5*
CCCCn1c(SCc2nc(N)nc(Nc3ccccc3C)n2)nc2ccccc2c1=O	-25.5	0.7	-13.8	-2.3	.	-1.4	-2.9	4.1	-12.5
O=C(CN1CCN(C(=O)C2COc3ccccc3O2)CC1)Nc1ccc(F)cc1 (stereo not given)	-5.4	0.0	4.7	0.0	2.2	0.3	-2.0	-2.2	-14.7
CCOC(=O)c1ccc(NS(=O)(=O)c2cccc3nsnc23)cc1	-9.4	-18.4	-1.1	1.6	0.2	-1.3	1.8	20.9	-4.3
Cc1nnc(NC(=O)CSc2nnc(CNC(=O)c3ccccc3F)n2C(C)C)s1	.	-6.8	3.7	1.4	-1.0	0.9	.	6.4	5.3
O=C(O)COc1ccc2c(c1)OCCO2	2.3	-2.8	3.0	-0.5	-0.5	1.0	0.0	-1.9	1.7
O=Cc1cccn1-c1ccccc1	2.9	-1.9	10.0	-0.3	-1.0	-0.4	-1.8	2.9	1.6
CC(O)(c1cccnc1)c1nc(-c2ccc(F)c(Cl)c2)cs1 (stereo not given)	.	4.1	.	-1.4	4.3	-6.0	.	-3.6	-5.8
OCC[C@@H]1C[C@@H](O)[C@H](O)[C@]2(CCc3ccccc3CO2)O1	-5.3	5.3	5.8	-0.8	-2.2	1.4	-0.4	5.7	5.7
CC(C)c1ccc(/C=N/n2c(-c3ccccc3)n[nH]c2=S)cc1	7.6	13.6	3.3	1.5	-0.8	-1.0	1.2	17.1	-26.4
C[C@@H]1CN([C@H](C)CO)S(=O)(=O)c2ccc(Br)cc2O[C@@H]1CN(C)C(=O)Nc1ccc(C(F)(F)F)cc1	.	-1.7	-1.8	-3.2	-1.5	-5.2	.	1.4	-2.8
COc1ccccc1OCCNS(=O)(=O)c1ccc2oc3ccccc3c2c1	-12.9	-3.8	-8.0	-1.8	.	-7.6	1.0	-5.7	-4.5
COc1ccccc1NC(=O)c1ccc(S(=O)(=O)NCc2ccco2)cc1	5.1	6.6	-2.3	5.6	-2.1	-1.7	-0.3	4.6	-2.3
O=C1C=CC2=C3c4cc(O)c(O)cc4CC3(O)COC2=C1O (stereo not given)	.	25.2*	-18.0	1.4	-2.8	6.5	.	19.6	-47.4
O=S(=O)(NCC1CC1)c1cccc(S(=O)(=O)N2CCCC2)c1	-5.1	4.5	-1.7	-0.8	0.8	-1.7	0.8	9.2	0.8
O=C1NCN(c2ccccc2)C12CCN(C(c1nnnn1-c1ccc3c(c1)OCCO3)C1CC1)CC2 (stereo not given)	.	-0.2	.	1.1	-3.4	-3.4	.	.	1.5
CC(C)C(NC(=O)C1CCCCC1)C(=O)Nc1ccc2c(c1)OCCO2 (stereo not given)	-4.5	5.8	-5.6	0.7	-2.1	-0.7	-1.5	0.0	-3.9
O=C(C[C@H]1C(=O)N(Cc2ccccc2)C[C@@H]1Cc1ccccc1)Nc1ccc(Br)cc1	.	1.6	2.3	-0.6	-1.3	-1.0	.	10.9	4.6
CCOC(=O)C1=C(N)Oc2cc(O)ccc2C1c1cccc([N+](=O)[O-])c1 (stereo not given)	1.1	2.1	0.9	-1.1	.	-2.0	-1.2	0.9	3.0
CCN(CC)CCSc1nnc2c3cc(C)ccc3n(Cc3ccccc3)c2n1	0.2	-8.4	11.3	-1.0	23.4	-6.3	0.2	13.3	-10.4
CCn1c(COc2ccccc2)nnc1SCC(=O)NCc1ccco1	-10.7	7.3	-1.3	0.4	.	-0.9	-0.9	11.0	-10.0
CC(=O)N(C)c1ccc(NC(=O)C(F)(F)F)cc1	7.7	-1.7	1.5	-2.2	0.0	-1.1	2.7	3.4	-4.6
CCOC(=O)c1nn(-c2ccc3c(c2)OCCO3)cc1O	2.9	-3.6	1.9	30.8*	1.9	-0.2	1.6	3.8	-3.6
CCOC(=O)c1cn(CC)c2cc(F)c(F)cc2c1=O	7.8	2.0	2.2	2.9	.	-1.5	-0.9	3.7	-4.0
C[C@]12CC[C@@H](O)CC1=CC(=O)C1C2CC[C@]2(C)C(=O)CCC12 (stereo not given in full)	4.3	3.9	10.9	-2.3	.	-2.9	3.8	-4.3	-10.2
COc1ccc(OC)c(NC(=O)CSc2nnc(NC(=O)c3ccco3)s2)c1	3.8	4.9	7.9	4.6	0.5	-3.1	1.6	28.5	-14.4
O=C(Nc1ccc(OC(F)(F)F)cc1)NC1CCC(Oc2ccc(C(=O)O)cc2)CC1 (stereo not given)	-0.9	-0.9	0.2	2.4	-0.1	6.6	-0.8	5.8	7.3
CCOC(=O)c1c(C)n(C)c2c(C)cc(O)c(OC(=O)CC)c12	2.5	13.5	-6.7	3.2	-0.1	-4.2	1.4	3.1	14.7
COc1cc(C(=O)N(Cc2ccccc2)c2cccc(C)c2)ccc1OCC(=O)N1CCOCC1	.	-7.8	-4.5	0.0	-0.4	-1.6	.	5.3	-1.2
COCCNC(=O)CN1C(=O)C(C)N=C(c2ccccc2)c2cc(Cl)ccc21 (stereo not given)	4.0	0.8	-7.2	4.9	-2.8	-1.5	-2.7	12.9	-16.6
CCCCn1c(=N)c(S(=O)(=O)c2ccc(Br)cc2)cc2c(=O)n3cccc(C)c3nc21	-2.6	-9.3	-61.0	0.9	1.8	-3.6	-1.5	9.6	9.5
Cc1ccc(N2CC(C(=O)OCC(=O)c3ccc(F)cc3)CC2=O)cc1 (stereo not given)	1.5	-5.0	9.3	-2.9	.	-4.3	0.7	-4.5	4.9
C=C(C)CSc1nnc(-c2ccc(OC)c(OC)c2)n1N	-16.3	-5.2	8.8	-0.3	0.7	-1.3	1.0	0.0	4.1
CCOc1ccc(S(=O)(=O)N2CCCCC2)cc1NC(=O)CN1C(=O)NC(C)(C2CC2)C1=O (stereo not given)	-4.7	7.1	3.4	1.4	-0.2	0.1	-2.0	0.5	-6.8
Cc1cccc(C)c1OCC(O)Cn1nnc2ccccc21 (stereo not given)	-6.0	-0.4	5.1	-3.2	2.4	-0.1	-0.1	-0.4	-5.0
CC[C@H](C)[C@@H](C(=O)NCCCCCCCCCCC(=O)N1CCN(C(=O)OC(C)(C)C)CC1)n1cc(CCCCCNC(=O)OC(C)(C)C)nn1	0.2	9.4	-0.4	-0.8	-0.7	-1.1	-0.5	9.2	2.0

Bioassay records (PubChem)
